# GLS inhibitor – glutaminase GLS (human) inhibition; AID 624170; O94925; hit rate 0.21% among 410,000; GLS enzymatic activity, qHTS titration; Potency, µM (doses to about 45.5 µM), for inactives: at the highest dose activity change, negative = inhibition, actives largely listed as inhibitors; note: potency is the fitted concentration of half-maximal effect; % is set by controls: 0 for no effect and ±100 for the full control effect
# Target sequence (O94925 whole entry, looked up): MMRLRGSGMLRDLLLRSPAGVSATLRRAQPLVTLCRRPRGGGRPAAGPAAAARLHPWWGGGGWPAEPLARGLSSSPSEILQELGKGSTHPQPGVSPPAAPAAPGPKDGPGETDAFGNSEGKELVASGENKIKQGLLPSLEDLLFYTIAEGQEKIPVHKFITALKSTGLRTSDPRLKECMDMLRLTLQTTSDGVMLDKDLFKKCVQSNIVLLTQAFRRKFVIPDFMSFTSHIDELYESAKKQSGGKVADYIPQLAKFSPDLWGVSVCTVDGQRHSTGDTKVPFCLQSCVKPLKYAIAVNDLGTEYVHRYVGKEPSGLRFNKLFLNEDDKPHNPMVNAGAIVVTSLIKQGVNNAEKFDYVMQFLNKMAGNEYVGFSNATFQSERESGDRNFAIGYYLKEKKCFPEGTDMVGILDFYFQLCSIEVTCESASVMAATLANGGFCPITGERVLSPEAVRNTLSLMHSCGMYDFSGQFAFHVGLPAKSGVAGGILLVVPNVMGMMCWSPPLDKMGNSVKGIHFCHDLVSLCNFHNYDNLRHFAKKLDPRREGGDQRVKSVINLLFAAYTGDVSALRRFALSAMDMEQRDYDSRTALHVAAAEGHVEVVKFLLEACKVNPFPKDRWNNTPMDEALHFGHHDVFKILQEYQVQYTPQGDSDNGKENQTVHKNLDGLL
#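 hKGA; 45 mM KH2PO4 pH 8.2 + 0.02% Tween-20; cpd via pin tool; 1 mM Gln soln; GluOx/HRP/Amplex Red; RT 30 min; fluor. t0 & final.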
# PI4K2A inh – PI4K2A (human) kinase inhibition; Q9BTU6; purified PI4K2A, ADP-Glo luminescence, 1 h; active compounds read low; activity change, negative = inhibition, % at 76.9 µM; hit rate 0.13% among 420,000; AID 1346378; in the data active = activity change below about -50%; inconclusive = mostly about -30% to -49%;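 note: -100% = wells without enzyme as full effect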
#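 Compounds are screened against recombinant PI4K2A using PI as substrate and ATP, the latter dispensed at 300 microM. Reactions run one hour at ambient temperature before ADP-Glo detection; full inhibition defined by wells lacking enzyme.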
# RGS4 inh – inhibitors of human regulator of G protein signaling 4; P49798; Transcreener GDP fluorescence polarization, RGS4-accelerated GTP hydrolysis; Potency, µM (series often up to 114 µM), for the others: top-dose activity change, negative = inhibition, hits mostly inhibitors; hit rate 0.039% among 390,000; note: potency is the fitted concentration of half-maximal effect; % is set by controls: 0 for no effect and ±100 for the full control effect; nearly all actives have a fitted effect of over 75% in size; some results filed as inactive show a strong effect at the top dose
# Target sequence (P49798 whole entry, looked up): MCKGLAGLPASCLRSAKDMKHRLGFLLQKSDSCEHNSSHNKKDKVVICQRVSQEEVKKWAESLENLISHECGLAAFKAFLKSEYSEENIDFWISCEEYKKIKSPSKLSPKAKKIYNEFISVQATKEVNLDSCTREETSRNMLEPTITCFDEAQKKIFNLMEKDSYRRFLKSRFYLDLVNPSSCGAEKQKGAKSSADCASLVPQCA
#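 MLSMR compounds (23 nl, pin-transferred) preincubated 10 min at room temperature with a 500nM (2x) first reagent, then RGS4 at 900nM (2x) plus Transcreener GDP mix added; fluorescence polarization (620/688 nm) read before and after 90 min at 30 °C.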
# HP1b chromo inh – blocks HP1-beta chromodomain binding to methylated histone tails. P83916. Potency, µM (doses to about 114 µM), inactives show top-dose activity change, negative = inhibition, most hits filed as inhibitors. hit rate 0.56% among 390,000. AlphaScreen HP1-beta / biotin-H3K9me3 peptide binding; note: potency is the fitted concentration of half-maximal effect; nearly all actives have a fitted effect of over 70% in size; inactives centre near 23
#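 AlphaScreen: HP1-beta (50 nM) preformed 30 min with biotin-H3(1-18)K9me3 peptide (50 nM) in PBS pH 7.4, 0.01% Tween-20. Compound added for 30 min at RT, then streptavidin donor/nickel chelate acceptor beads (10 ug/mL) for 30 min.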
# G9a inh – inhibitors of human histone lysine methyltransferase G9a; Q96KQ7; G9a H3K9 monomethylation, AlphaScreen, 2 h; Potency, µM (doses to about 102 µM), inactives show top-dose activity, negative = inhibition, hits mostly inhibitors; hit rate 8.8% among 350,000; note: potency is the fitted concentration of half-maximal effect; % is set by controls: 0 for no effect and ±100 for the full control effect; nearly all actives have a fitted effect of over 75% in size
#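 Step 1: enzyme (final 20 nM) with compound, 15 min RT. Step 2: substrate peptide 500 nM and SAM 20 uM, 2 h RT. Step 3: anti-H3K9me1 antibody and AlphaScreen beads, 10 min, then plate read.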
# 12-LOX inh – blocks human arachidonate 12S-lipoxygenase; Potency, µM (top dose mostly 108 µM), without a hit: top-dose activity change, negative = inhibition, most hits filed as inhibitors; hit rate 1.1% among 580,000; purified 12hLO, xylenol orange hydroperoxide absorbance; AID 1671190; P18054; note: potency is the fitted concentration of half-maximal effect; % is set by controls: 0 for no effect and ±100 for the full control effect
#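 Hydroperoxide product was detected by ferrous iron/xylenol orange as the 573 to 405 nm absorbance ratio. Arachidonic acid at 40 uM (final) was turned over for 30 min at room temperature by 150 nM human 12hLO, pH 7.0 Hepes buffer, after 15 min compound preincubation.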
# ERG Ets-DNA blk – inhibitors of human ERG Ets domain-DNA interaction | fluorescence polarization, His-ERG Ets domain / labelled DNA | Potency, µM (titrated, usually from 76.9 µM), for inactives: top-dose FP activity, negative = inhibition, most hits filed as inhibitors | hit rate 0.028% among 370,000 | AID 624246; active = well fitted inhibition curve with a large enough effect in the polarisation, with a control signal flat; inconclusive = small, poorly fitted or top-dose-only effect, or effect the other way, or a change in a side signal; inactive = no such curve, though single readings can be large or run the other way; the % refers to the polarisation;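 note: polarization taken with two DNA probes labelled with fluorescein and Texas red; potency is the fitted concentration of half-maximal effect; % of control where 0% means no effect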
#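 His-tagged ERG Ets domain (1 uM in the protein solution; 300mM KCl, 50mM Tris-HCl, 1mM EDTA, 1mM DTT, pH 7.5) received compound, then a probe mix of 5 nM fluorescein-DNA and 100nM Texas-615-DNA. Fluorescence polarization was read for both dyes.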
# JMJD2A Tudor inh – blocks the human JMJD2A Tudor domain; O75164; AlphaScreen JMJD2A-Tudor / H3K4me3 peptide binding; Potency, µM (top dose mostly 114 µM), for inactives: top-dose activity change, negative = inhibition, most hits filed as inhibitors; hit rate 4.4% among 390,000; AID 504339; note: potency is the fitted concentration of half-maximal effect; % is set by controls: 0 for no effect and ±100 for the full control effect; nearly all actives have a fitted effect of over 50% in size
# BAZ2B inh – BAZ2B (human) inhibition; Q9UIF8; AlphaScreen BAZ2B-H3K14Ac peptide displacement; Potency, µM (highest dose often 114 µM), for inactives: at the highest dose activity change, negative = inhibition, most hits filed as inhibitors; hit rate 4.4% among 360,000; AID 504333; note: potency is the fitted concentration of half-maximal effect; % is set by controls: 0 for no effect and ±100 for the full control effect; nearly all actives have a fitted effect of over 60% in size
#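 In this displacement format the biotinylated H3(5-23) peptide acetylated at Lys14 serves as ligand at 50 nM, with BAZ2B at 50 nM in PBS pH 7.4 containing 0.01% Tween-20. Donor and acceptor beads are 10 ug/mL final.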
# * marks the source's active call; other numbers are inactive results; ? = inconclusive; · = not tested or not shown; [ ] = dose if it differs, or a comment. Unless noted, calls come from the whole dose curve; as a rule, active = well fitted curve in the direction sought with a large enough effect; inconclusive = small, poorly fitted or top-dose-only effect, or another doubt; inactive = no such curve, though single readings can be large; an effect the other way counts as inactive or inconclusive. An excerpt (hit frequency here may not be typical).
# Keys – A = GLS inhibitor; B = PI4K2A inh; C = RGS4 inh; D = HP1b chromo inh; E = G9a inh; F = 12-LOX inh; G = ERG Ets-DNA blk; H = JMJD2A Tudor inh; I = BAZ2B inh
Cc1c(CN(C)Cc2cn(C)nc2-c2ccccc2F)[nH]c2ccccc12
  A: 0%	B: -3	C: 2%	D: -8%[57 µM]	E: ?	F: ?	G: 5%	H: ?	I: ?
O=C(COc1cccc(NC(=O)c2cccc([N+](=O)[O-])c2)c1)c1ccc(Br)cc1
  A: 7%	B: 8	C: -14%	D: -6%	E: 3%	F: 0%	G: -4%	H: -24%	I: ?
OCCNc1nc2ccccc2n1CCN1CCCCC1
  A: 39%[activator]	B: -1	C: -20%[11.4 µM]	D: 59%[activator]	E: -2%[59 µM]	F: ?	G: -6%	H: -10%[11.4 µM]	I: 5%
Cc1ccc(-n2nc(-c3ccc(N)cc3)cc2N)cc1
  A: -1%	B: -8	C: -44%	D: -8%	E: ?	F: -5%	G: 1%	H: ?	I: ?
O=C(Nc1ccc(NC(=O)C2CC2)cc1)c1ccco1
  A: -15%	B: -3	C: -14%	D: -23%	E: 20%	F: 2%	G: 6%	H: -2%	I: 2%
COc1ccc(C(C[N+](=O)[O-])n2nc(C)cc2C)cc1 (configuration not stated)
  A: 9%	B: -4	C: -44%	D: 12%	E: 6.3µM*	F: -29%	G: -3%	H: -23%	I: -31%
CC(C)N(Cc1ccccc1)C(=O)Cn1c(=O)cnc2ccccc21
  A: 2%	B: -7	C: -18%	D: 36%	E: 16%	F: -2%	G: -6%	H: -6%	I: -19%
CCCCOC(=O)CCc1nc2ccccc2[nH]c1=O
  A: 0%	B: 7	C: -27%	D: 36%[activator]	E: 5%[59 µM]	F: 0%	G: -3%	H: -2%	I: -4%
Cc1occc1C(=O)N/N=C/c1ccc(N(C)C)cc1
  A: -5%	B: -87*	C: -36%	D: 8%	E: 9%[59 µM]	F: 311%[activator]	G: 4%	H: -10%	I: -21%
O=C(CSc1nc2c(c(=O)[nH]1)CN(Cc1ccc3c(c1)OCO3)CC2)Nc1cccc(Cl)c1
  A: -6%	B: -2	C: 3%	D: 6%	E: ?	F: ?	G: 1%	H: -23%	I: -12%
CC(C)N1CCN(Cc2ccoc2)CC1CCO (configuration not stated)
  A: 8%	B: 2	C: 10%	D: 37%	E: 49%[0.501 µM]	F: -1%	G: -11%	H: -20%	I: -8%
CCNS(=O)(=O)c1ccc(NC(=S)N2CCc3ccccc32)cc1
  A: 3%	B: 5	C: -18%	D: 22%	E: -19%	F: -18%	G: -8%	H: -14%	I: -37%
COc1cccc(CNC(=O)Cn2ncc3c4ccccc4n(C)c3c2=O)c1
  A: 0%	B: 1	C: -13%	D: 29%	E: 4%[59 µM]	F: -28%	G: -1%	H: 1%	I: -2%
CC1(C)CC(=O)C2=C(C1)N(c1ccccc1)C(=O)CC2c1ccc(O)cc1 (configuration not stated)
  A: 27%	B: -7	C: ?	D: 0%	E: 3%	F: 4%	G: 8%	H: -17%	I: 2%
CC1Sc2ccc(S(=O)(=O)CCC(=O)Nc3ccc(C(C)C)cc3)cc2NC1=O (configuration not stated)
  A: -5%	B: 1	C: 16%	D: 16%	E: 20%	F: -1%	G: -15%	H: -13%	I: -15%[57.1 µM]
O=C(COc1ccc(Cl)cc1)NCc1cn2cc(Cl)ccc2n1
  A: -12%	B: 3	C: -27%	D: 24%	E: -11%[0.0925 µM]	F: -3%	G: -1%	H: -14%	I: -13%
O=C(NC1CCN(C(=S)Nc2ccc(F)cc2)CC1)c1ccco1
  A: 9%	B: -5	C: -4%	D: 36%	E: 9%	F: -15%	G: 11%	H: -2%	I: -22%
CCc1ccccc1NC(=O)C1=C(C)C(=O)OC12CCCCCC2
  A: -1%	B: 1	C: 3%	D: -4%	E: 7%[59 µM]	F: -28%	G: 1%	H: -22%	I: 4%
O=C(NC1CCN(C(=S)NCCc2ccccc2)CC1)C1CCCCC1
  A: 1%	B: 11	C: -12%	D: 36%	E: 30%	F: 0%	G: -6%	H: -11%	I: -3%
Cc1ccc(CN2CCC(CNC(=O)C3CCCN(c4ncnc5c4nc4n5CCCCC4)C3)CC2)cc1 (configuration not stated)
  A: -14%	B: -6	C: -9%	D: 35%	E: 1%	F: 13%	G: -3%	H: -16%	I: -20%[57.1 µM]
CCOC(=O)Cc1csc(NC(=O)c2ccc(NC(C)=O)cc2)n1
  A: 2%	B: -1	C: -46%	D: 16%	E: ?	F: 13%	G: -2%	H: 20µM*	I: -37%
Cc1cc(C)cc(NC(=O)CC2NCCNC2=O)c1 (configuration not stated)
  A: -2%	B: 1	C: 28%	D: 12%	E: 4%[59 µM]	F: 26%	G: -11%	H: -11%	I: 10%
C=CCNC(=O)COc1c(C)ccc(C)c1C
  A: 2%	B: -2	C: -18%	D: 29%	E: 0%	F: 7%	G: -13%	H: 0%	I: -17%
COC(=O)Cn1cc([N+](=O)[O-])nc1C
  A: 0%	B: 6	C: -23%[56.9 µM]	D: 77%[activator]	E: 3%[59 µM]	F: 0%	G: 11%	H: -7%	I: 1%
CCOC(=O)c1ccc(NC(=S)N2CCCC(C)C2)cc1 (configuration not stated)
  A: -1%	B: -2	C: 19%	D: 32%	E: 2%	F: -7%	G: 9%	H: 1%	I: -30%
COc1ccc(-c2nnc(SCC(=O)N3CCCC(C)C3)o2)c(OC)c1 (configuration not stated)
  A: 5%	B: -3	C: 19%	D: 14%	E: -14%[12.7 µM]	F: 8%	G: ·	H: -10%	I: -4%
O=C(NCc1ccccc1)C1C2C=CC3(CN(Cc4cccnc4)C(=O)C13)O2 (configuration not stated)
  A: -1%	B: -3	C: 1%	D: 28%	E: -19%[59 µM]	F: -20%	G: 12%	H: -11%	I: -36%
CCc1nnc(NC(=O)CSc2ccc(-c3nc4ccccc4[nH]3)cn2)s1
  A: 9%	B: -3	C: -14%	D: 19%	E: -2%[59 µM]	F: ?	G: ·	H: -17%	I: 3%
Cc1cc(C)c2c3c(sc2n1)C(c1ccccc1)C(C#N)=C(N)O3 (configuration not stated)
  A: 1%	B: -1	C: -27%	D: 12%	E: 14µM*	F: 8%	G: -2%	H: -9%	I: -17%
Cc1cc(C(=O)NCc2cc(C(=O)O)oc2C)c(C)o1
  A: 2%	B: -2	C: 1%	D: 24%	E: ?	F: -27%	G: -8%	H: -25%	I: 5%
O=C(COc1ccc(C(=O)c2ccc(F)cc2)cc1)NCc1ccc(F)cc1
  A: 1%	B: -1	C: 0%	D: 58%[activator]	E: -2%[59 µM]	F: -28%	G: -1%	H: -1%	I: 1%
Cc1cc(N2CCCCC2)nc(NCc2ccccc2)n1
  A: 7%	B: 3	C: 5%	D: 4%	E: -1%[59 µM]	F: ?	G: 3%	H: -23%	I: 7%
COc1ccc(C2CC(c3ccccc3)Nc3nc(NC(=O)c4cccs4)nn32)cc1 (configuration not stated)
  A: 17%	B: -3	C: 25%	D: 23%	E: -9%[12.7 µM]	F: -2%	G: 2%	H: -35%	I: 13%
COc1ccc(NC(=O)CCSCCc2ccccn2)cc1OC
  A: 1%	B: 3	C: 19%	D: 29%	E: -8%	F: 10%	G: 4%	H: -15%	I: -11%
CCN1CCc2nc(SCC(=O)Nc3ccc(OC)cc3)c(C#N)cc2C1
  A: -12%	B: -10	C: -51%	D: 22%	E: ?	F: 14%	G: -7%	H: -13%	I: -2%
Cc1cccc(CN2C(=O)N(c3ccc(C(C)C)cc3)S(=O)(=O)c3ccccc32)c1
  A: -6%	B: 12	C: 12%	D: 50%[activator]	E: 1%[59 µM]	F: -21%	G: 7%	H: -9%	I: 4%
Cc1ccc2[nH]c(=O)c3cc(C(=O)NCCC(C)C)sc3c2c1
  A: 1%	B: 7	C: -6%	D: 16%	E: 16%	F: -11%	G: 3%	H: -11%	I: 0%
O=C(Nc1cc(C(F)(F)F)ccc1N1CCOCC1)C1=COCCO1
  A: -10%	B: 1	C: 17%	D: 10%	E: 2%[0.501 µM]	F: 2%	G: -2%	H: -6%	I: -5%
Cc1onc(-c2ccccc2)c1C(=O)N/N=C/c1ccco1
  A: 1%	B: -3	C: 34%	D: 20%	E: 9%	F: 70%[activator]	G: 12%	H: -8%	I: -21%
Cc1ccsc1C(=O)N1CC(=O)Nc2ccccc21
  A: 12%	B: -17	C: -14%	D: 5%	E: -12%	F: 0%	G: 6%	H: 5%	I: -5%

# Screening data as filed in PubChem BioAssay.
